# From PubChem
# RGS4 inhibitor – blocks human RGS4-accelerated GTP hydrolysis; P49798; Transcreener GDP fluorescence polarization, RGS4-accelerated GTP hydrolysis; Potency, µM (doses to about 114 µM), without a hit: top-dose activity change, negative = inhibition, usual class: inhibitors; hit rate 0.039% among 390,000; AID 504845; note: % is set by controls: 0 for no effect and ±100 for the full control effect; nearly all actives have a fitted effect of over 75% in size; some results filed as inactive show a strong effect at the top dose
#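 MLSMR compounds (23 nl, pin-transferred) preincubated 10 min at room temperature with a 500nM (2x) first reagent, then RGS4 at 900nM (2x) plus Transcreener GDP mix added; fluorescence polarization (620/688 nm) read before and after 90 min at 30 °C.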
# ALOX12 inh – blocks human arachidonate 12S-lipoxygenase; purified 12hLO, xylenol orange hydroperoxide absorbance; Potency, µM (titrated, usually from 108 µM), inactives show at the highest dose activity change, negative = inhibition, usual class: inhibitors; hit rate 1.1% among 580,000; AID 1671190; note: % is set by controls: 0 for no effect and ±100 for the full control effect
#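 Purified human 12hLO (150 nM final) in 25 mM Hepes, 0.01% Triton X-100, pH 7.0 was preincubated 15 min at room temperature with compound. Then 40 uM arachidonic acid was added, 30 min. Hydroperoxide was read by Fe-XO absorbance ratio 573/405 nm.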
# Vif-A3G inh – blocks the Vif interaction with human APOBEC3G; HeLa A3G-eYFP + Vif (tagged APOBEC3G with the HIV-1 protein that degrades it), YFP fluorescence, overnight; hit rate 0.076% among 410,000; Q9HC16; AID 602310; Potency, µM (titrated, usually from 46.1 µM), inactives show at the highest dose activity, negative = active, actives largely listed as inhibitors;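 note: % is set by controls: 0 for no effect and ±100 for the full control effect; nearly all actives have a fitted effect of over 60% in size; hits raise eYFP signal because A3G escapes Vif-driven loss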
#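 HeLa cells stably expressing Vif and C-terminally eYFP-tagged A3G, seeded overnight at 37 deg C, then exposed to compound by pintool overnight at 37 deg C. Rise in yellow fluorescence (Ex 488/Em 500-530, Acumen) marks blocked Vif-driven A3G degradation.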
# RXFP1 agonist – activates the human relaxin receptor RXFP1; hit rate 0.3% among 370,000; Q9HBX9; HEK293T-RXFP1 cAMP TR-FRET, 30 min; response scale: percent of porcine relaxin response, buffer zero; Potency, µM (series often up to 57.5 µM), without a hit: at the highest dose activation, hits mostly activators; note: % is set by controls: 0 for no effect and ±100 for the full control effect; nearly all actives have a fitted effect of over 60% in size; many of its hits are not listed in these tables
#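 HEK293T cells stably expressing RXFP1 were pretreated with the PDE4 inhibitor Ro 20174, exposed to compounds for 30 min at 37C, lysed, and cAMP was read by TR-FRET. Data normalized to buffer (basal) and 29 nM porcine relaxin (100%).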
# USP1-UAF1 inh – inhibitors of human USP1/UAF1 deubiquitinase; Potency, µM (series often up to 57.1 µM), inactives show top-dose activity change, negative = inhibition, most hits filed as inhibitors; hit rate 0.23% among 390,000; O94782; AID 743255; recombinant USP1/UAF1, Ub-Rhodamine cleavage fluorescence; note: % is set by controls: 0 for no effect and ±100 for the full control effect; nearly all actives have a fitted effect of over 60% in size; inactives centre near -12
#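 USP1/UAF1 complex at 1 nM was preincubated with compound for 15 min at room temperature, then Ub-Rho substrate (150nM final) was added. Fluorescence (480/540 nm) was read kinetically, 6 reads every 60 seconds.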
# Vif-APOBEC3F blk – Vif-A3F binding inhibition | Potency, µM (titrated, usually from 46.1 µM), inactives show at the highest dose activity, negative = active | hit rate 0.2% among 390,000 | HeLa A3F-eYFP + Vif (tagged APOBEC3F with the HIV-1 protein that degrades it), YFP fluorescence increase; note: % of control where 0% means no effect; nearly all actives have a fitted effect of over 65% in size
#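 HeLa cells stably expressing A3F-eYFP plus Vif, plated and incubated overnight at 37 deg C, then exposed to compounds overnight at 37 deg C. Blocked degradation read as raised yellow fluorescence (Ex 488/Em 500-530).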
# TrxR1 inh – inhibitors of rat thioredoxin reductase 1; hit rate 1% among 390,000; AID 588453; Potency, µM (doses to about 114 µM), without a hit: at the top dose activity change, negative = inhibition, hits mostly inhibitors; recombinant rTrxR1, NADPH fluorescence consumption, selenite substrate; note: % is set by controls: 0 for no effect and ±100 for the full control effect; nearly all actives have a fitted effect of over 65% in size
# Target sequence (O89049 whole entry, looked up): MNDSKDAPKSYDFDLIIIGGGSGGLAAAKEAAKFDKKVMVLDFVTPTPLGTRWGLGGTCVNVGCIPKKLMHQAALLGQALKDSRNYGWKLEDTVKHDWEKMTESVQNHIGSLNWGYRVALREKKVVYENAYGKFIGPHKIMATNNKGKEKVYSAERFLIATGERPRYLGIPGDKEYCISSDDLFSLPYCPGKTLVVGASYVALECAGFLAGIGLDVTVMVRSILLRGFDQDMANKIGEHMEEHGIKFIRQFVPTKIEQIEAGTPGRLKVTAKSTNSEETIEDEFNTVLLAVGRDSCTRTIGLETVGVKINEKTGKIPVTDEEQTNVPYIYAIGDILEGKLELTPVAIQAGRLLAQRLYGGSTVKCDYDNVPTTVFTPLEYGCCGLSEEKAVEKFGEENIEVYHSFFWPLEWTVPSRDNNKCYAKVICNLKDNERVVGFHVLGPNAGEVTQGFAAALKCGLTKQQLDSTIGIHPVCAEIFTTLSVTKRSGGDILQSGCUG
#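 Rat TrxR1 (90 nM in the dispensed reagent) was pre-reduced with 400 uM NADPH for 5 min at room temperature, then incubated with compound for 15 min. After 400 uM selenite was added, NADPH fluorescence (Ex 340/Em 450 nm) was followed for 8 min.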
# mIDH1 inhibitor – blocks human mutant IDH1 R132H enzyme; hit rate 0.093% among 390,000; IDH1-R132H enzyme, NADPH consumption, diaphorase/resazurin fluorescence; O75874; Potency, µM (doses to about 76.6 µM), for inactives: at the highest dose activity change, negative = inhibition, hits mostly inhibitors; AID 602179; note: % is set by controls: 0 for no effect and ±100 for the full control effect; nearly all actives have a fitted effect of over 65% in size
# Target sequence (O75874 whole entry R132H, stated change not applied): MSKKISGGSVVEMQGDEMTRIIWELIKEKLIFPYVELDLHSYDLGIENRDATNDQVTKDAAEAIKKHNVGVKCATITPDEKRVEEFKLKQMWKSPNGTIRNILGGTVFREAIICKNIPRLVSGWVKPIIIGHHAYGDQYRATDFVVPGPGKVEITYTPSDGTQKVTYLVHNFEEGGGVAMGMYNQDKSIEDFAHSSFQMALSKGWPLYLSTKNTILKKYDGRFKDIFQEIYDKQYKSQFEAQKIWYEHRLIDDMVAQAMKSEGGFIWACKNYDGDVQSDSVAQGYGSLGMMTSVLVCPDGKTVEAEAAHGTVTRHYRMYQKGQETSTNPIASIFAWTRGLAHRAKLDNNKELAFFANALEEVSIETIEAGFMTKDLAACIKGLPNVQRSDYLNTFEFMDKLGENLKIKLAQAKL
#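 IDH1-R132H (0.5 ug/mL) preincubated 30 min with compound, then NADPH (0.016 mM) and alpha-KG (2 mM) added; 80 min at RT, pH 7.5. Remaining NADPH coupled via diaphorase/resazurin to fluorescence (540/590 nm); concentration-response curves normalized to no-enzyme control.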
# TrxR1 substrate – substrates of rat thioredoxin reductase 1 | O89049 | purified TrxR1 substrate turnover, NADPH consumption readout | Potency, µM (top dose mostly 114 µM), for inactives: at the top dose activity change, negative = substrate turnover | hit rate 0.01% among 390,000 | AID 588456; note: % is set by controls: 0 for no effect and ±100 for the full control effect; nearly all actives have a fitted effect of over 50% in size
#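 Rat TrxR1, dispensed at 90 nM, was prereduced with 400 uM NADPH (final) for 5 min at ~22 deg C, then incubated with compound 15 min before 400 uM selenite. A first-read NADPH fluorescence drop versus no-compound background flagged substrates.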
# Numbers without * were called inactive; ? = inconclusive; / = not tested or not shown; [ ] = another dose, or the depositor's remark. Calls come from the whole dose curve; as a rule, active = well fitted curve in the direction sought with a large enough effect; inconclusive = small, poorly fitted or top-dose-only effect, or another doubt; inactive = no such curve, though single readings can be large; an effect the other way counts as inactive or inconclusive. Potency is the fitted concentration of half-maximal effect.
SMILES,RGS4 inhibitor,ALOX12 inh,Vif-A3G inh,RXFP1 agonist,USP1-UAF1 inh,Vif-APOBEC3F blk,TrxR1 inh,mIDH1 inhibitor,TrxR1 substrate
Cc1ccc(Cl)cc1N1CCN(S(=O)(=O)c2ccc3c(c2)NC(=O)C(C)C(=O)N3)CC1 (stereo not given),5%,15%,-10%,-0.1%,-14%,?,40%,-2%,12%[57.1 µM]
NC(=O)c1cccn1-c1ncc(C(F)(F)F)cc1Cl,-10%,7%,-3%,2.3%,-9%,8%,-9%,-8%,-11%
C[C@@H]1CN([C@H](C)CO)C(=O)c2c(c3ccccc3n2C)-c2ccccc2CO[C@@H]1CN(C)S(=O)(=O)c1cccs1,/,-2%,-7%,/,-19%,-8%,/,-7%,/
CN1CCN(C(=O)C2CCC(C)(C(=O)O)C2(C)C)CC1 (stereo not given),13%,17%,-2%,-3.4%,-2%,-19%,14%,-3%,-5%[57.1 µM]
Cc1cc([N+](=O)[O-])nn1CC(=O)N/N=C/c1ccccc1F,-5%,16%,1%,0.4%,-15%,-16%,11%[57.1 µM],-3%,7%[57.1 µM]
Cc1ccccc1NC(=O)CSc1nc(N)c2c3c(sc2n1)CSC(C)(C)C3,-24%,-28%,0%,6.2%,-21%,0%,-7%,2%,1%
O=C(NCc1cccnc1)Nc1cccc([N+](=O)[O-])c1,-16%,5%,-2%,-5.5%,-21%,0%,38%[activator],2%,8%
O=C(NC1CCCCC1)c1cccs1,2%,1%,-1%,0.3%,1%,/,-5%,-2%,-3%
O=C(CSc1nnc(NC(=O)C2CC(=O)N(c3ccc(F)cc3)C2)s1)NC1CCCC1 (stereo not given),2%,?,-4%,0.5%,-7%,5%,-23%,3%,-7%
CN(Cc1ccccc1)c1ccc(S(=O)(=O)N2CCOCC2)cn1,18%,-41%,7%,2.2%,2%,1%,-13%,9%,-13%
Fc1cccc(Cl)c1CNn1cn[nH]c1=S,-31%,-11%,-1%,-0.1%,0%,-10%,-15%,0%,6%
O=C(CCN1C(=O)S/C(=C\c2ccc(F)cc2)C1=O)Nc1ccc(C(=O)O)c(O)c1,-30%,?,0%,-1.4%,-12%,-6%,-15%,9%,-9%
C/C(=N\NC(=O)Cc1cccc2ccccc12)c1ccncc1,13%,4%,0%,3.8%,-1%,-6%,-20%,-1%,-10%
CCOC(=O)c1cc(-c2csc(COc3ccc(Cl)cc3)n2)on1,-4%,-30%,1%,1.0%,-20%,1%,24%[57.1 µM],0%,11%[57.1 µM]
COc1cccc(N2CC(NC(=O)COc3ccccc3F)CC2=O)c1 (stereo not given),15%,-22%,3%,0.5%,?,-9%,13%[57.1 µM],15%,-6%[57.1 µM]
O=C(OCCOc1ccccc1Cl)c1cc(S(=O)(=O)N2CCCCC2)ccc1N1CCOCC1,-11%,39%,1%,/,-7%,0%,29%,2%,5%
O=C(COC(=O)CN1C(=O)c2ccccc2C1=O)Nc1ncc(Cl)cc1Cl,-6%,0%,-6%,4.2%,-1%,-17%,-11%[57.1 µM],0%,-9%
O=C(Nc1ccc(-c2cc(C(F)(F)F)nn2-c2ccccc2)cc1)c1cccc(F)c1,7%,-10%,/,-3.1%,-26%,/,23%,/,11%[11.4 µM]
C=CC[C@@H](CC(=O)N[C@@H](CO)Cc1ccccc1)C(=O)N[C@H](C)COC(=O)[C@@H](CC=C)Cc1ccc(F)cc1,1%,?,-5%,/,-3%,3%,3%,-1%,-1%
CCC(C)(C)C1CCc2nc3ccccc3c(C(=O)OC(C)C(=O)Nc3c(C)n(C)n(-c4ccccc4)c3=O)c2C1 (stereo not given),-7%,-17%,-1%,2.1%,-26%,-2%,2%,-3%,-4%
Cc1ccc(OCC(=O)Nc2ccccc2-c2ccccc2)cc1,24%,-6%,-4%,-1.7%,?,-8%,24%,11%,10%
CN1C(=O)NC(c2ccc(O)cc2)C2=C1CN(c1cccc3ccccc13)C2=O (stereo not given),-37%,-10%,-5%,2.9%,-17%,10%,22%[57.1 µM],-3%,1%[57.1 µM]
S=C(NCc1ccco1)Nc1ccc(Br)cc1Cl,-20%,?,3%,-0.9%,-6%,-1%,2%[57.1 µM],2%,4%[57.1 µM]
CN=c1scc(-c2ccc(F)cc2)n1/N=C/c1ccc(O)c(O)c1,-16%,45µM*,-12%,2.1%,-23%,?,-10%,-3%,-10%
CCCN(c1ccc(C(C)C)cc1)S(=O)(=O)c1ccc2c(c1)CCN2C(=O)CC,34%[activator],-14%,3%,-5.4%,-7%,-6%,25%,1%,9%
CCc1cc(C(=O)c2ccc(OC)cc2)c(N)s1,-42%,0%,-1%,5.1%,-16%,1%,4%[57.1 µM],12%,-8%[57.1 µM]
Cc1ccc(-n2c(=O)c3sccc3n(CC(=O)NCC3CCCO3)c2=O)cc1F (stereo not given),13%,-22%,0%,3.3%,-20%,-2%,4%,1%,-3%
Fc1ccc(C2c3[nH]c4ccccc4c3CCN2Cc2cccn2-c2ncccn2)cc1 (stereo not given),-40%,-13%,0%,1.2%,-18%,-11%,-6%[57.1 µM],1%,0%[57.1 µM]
COc1ccc(OCC(=O)Nc2cc(-c3cccc(Cl)c3)nn2-c2ccccc2)cc1,?,-23%,-1%,24%,-24%,-5%,17%[57.1 µM],4%,0%[57.1 µM]
N#Cc1ccccc1OCC(=O)NC(=O)NC1CCS(=O)(=O)C1 (stereo not given),1%,68%,2%,1.8%,-10%,0%,-5%,6%,-12%
COc1ccc(CC(=O)Nc2cccc3c2CCCC3)cc1,28%,201%[activator],0%,2.7%,0%,2%,31%[2.29 µM],0%,0%
CCCc1cc(=O)oc2cc(C)cc(OCC(=O)NCc3ccccn3)c12,13%,17%,0%,3.5%,-17%,0%,6%,-11%,77%[activator]
O=C(CCNS(=O)(=O)c1ccc(Cl)cc1)NCc1cccs1,13%,-7%,-3%,1.1%,-8%,0%,17%,-4%,3%
CCOC(=O)c1ccccc1NC(=S)N1CC(C)CC(C)C1 (stereo not given),0%,-1%,-9%,-0.3%,-1%,-2%,-7%[57.1 µM],5%,1%[57.1 µM]
CC(=O)Oc1ccc(OC(C)=O)c2c1CC(C)=C(C)C2,8%,16%,-2%,1.9%,-11%,-2%,39%[0.0914 µM],-2%,6%
C/C(NC1CCCC1)=C(/C#N)C(N)=O,-11%,-21%,-2%,-0.3%,-9%,-1%,7%,10%,5%
NS(=O)(=O)c1ccc(CNC(=O)CNC(=O)c2ccc(F)cc2)cc1,2%,69%[activator],0%,4.4%,-4%,5%,0%,-14%,-9%
COc1ccc(NC(=S)Nc2cccc(Cl)c2)cc1OC,-50%,?,0%,-0.5%,?,-14%,-10%[57.1 µM],9%,-2%
CCCCOc1ccc(C(=O)NCC(=O)NCc2ccccn2)cc1,-21%,11%,-20%,0.0%,-11%,-13%,9%,7%,17%[57.1 µM]
Cn1c(=O)c2c(nc(NCc3ccccc3)n2CC(N)=O)n(C)c1=O,26%,-16%,-4%,7.8%,-12%,-7%,12%,-7%,-2%

# 2 entries from above, set out differently:
C/C(NC1CCCC1)=C(/C#N)C(N)=O
  RGS4 inhibitor = -11%; ALOX12 inh = -21%; Vif-A3G inh = -2%; RXFP1 agonist = -0.3%; USP1-UAF1 inh = -9%; Vif-APOBEC3F blk = -1%; TrxR1 inh = 7%; mIDH1 inhibitor = 10%; TrxR1 substrate = 5%

NS(=O)(=O)c1ccc(CNC(=O)CNC(=O)c2ccc(F)cc2)cc1
  RGS4 inhibitor = 2%; ALOX12 inh = 69%[activator]; Vif-A3G inh = 0%; RXFP1 agonist = 4.4%; USP1-UAF1 inh = -4%; Vif-APOBEC3F blk = 5%; TrxR1 inh = 0%; mIDH1 inhibitor = -14%; TrxR1 substrate = -9%

# Going on with the list:
SMILES,RGS4 inhibitor,ALOX12 inh,Vif-A3G inh,RXFP1 agonist,USP1-UAF1 inh,Vif-APOBEC3F blk,TrxR1 inh,mIDH1 inhibitor,TrxR1 substrate
Cc1ccsc1/C=N/NC(=O)c1cc(-c2ccncc2)nc2ccccc12,7%,19%,-44%,4.7%,-6%,-5%,9%[0.0914 µM],1%,-4%
O=C(Nc1ccc(Cl)c(S(=O)(=O)N2CCOCC2)c1)C1CCC1,6%,6%,0%,-2.3%,-17%,-1%,19%,13%,0%
CCCOc1ccc(-c2c(=O)n(O)c3ccccc3[n+]2[O-])cc1,-41%,?,0%,-4.9%,-15%,0%,11%,13%,-8%
O=C1/C(=C/c2ccc(F)cc2)Oc2cc(OC(=O)N3CCOCC3)ccc21,38%,100%[activator],-1%,8.8%,-4%,14%,0%[57.1 µM],1%,9%[57.1 µM]
Cc1cc(=O)[nH]c(Cc2ccc(OC(C)C)cc2)n1,2%,-22%,1%,0.0%,-10%,1%,-8%,1%,-2%
C/C(N)=C(/C#N)C(=O)COC(=O)Cc1coc2ccc3ccccc3c12,-26%,-11%,0%,1.7%,-18%,0%,34%[57.1 µM],4%,4%[57.1 µM]
S=C(Nc1ccc2nccnc2c1)N1CCCC1,11%,7%,-1%,0.3%,-10%,5%,14%[57.1 µM],-3%,10%[57.1 µM]
O=C(CN1C(=O)C2C3C=CC(C3)C2C1=O)Nc1ccc(F)cc1 (stereo not given),9%,-4%,0%,-0.2%,-2%,5%,-3%,-8%,-6%

# The list is partial (hit frequency here may not be typical).
